# M. tuberculosis: growth inhibition of non-replicating M. tuberculosis (AID 488890); one-dose inhibition, % at 25 µM; IC50 in µM for titrated hits; 320,000 tested, 0.39% active; Mycobacterium tuberculosis non-replicating, growth inhibition; higher % means a stronger effect; in the data active means a potency from the dose series; inconclusive means inhibition mostly from about 82% at the one dose, without a potency; inactive means the rest, 99 in 100 with inhibition below about 76%;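 further: plate controls were DMSO cells for no effect and high antibiotic wells for full effect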
# inhibitors of VEEV: inhibitors of VEEV TC-83 cytopathic effect, confirmation, Vero cells (AID 588727). Vero cells, VEEV TC-83 cytopathic effect inhibition; higher % means a stronger effect. inhibition, % at 20 µM, or IC50 in µM where a hit was titrated. 350,000 tested, 0.13% active; in the data active means a potency from the dose series; inconclusive means inhibition mostly from about 14% at the one dose, without a potency; inactive means the rest, 99 in 100 with inhibition below about 12%; further: strong numbers were not always called active
# M. tuberculosis HTS: M. tuberculosis growth inhibition, HTS (AID 449762). M. tuberculosis H37Rv growth inhibition, 7H9 media; higher % means a stronger effect. inhibition, % at 25 µM, or IC50 in µM where a hit was titrated. 330,000 tested, 0.59% active; in the data active means a potency from the dose series; inconclusive means inhibition above about 70% without an active follow-up result;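 further: bacterial growth assessed after seven days of incubation; strong numbers were not always called active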
# influenza NS1A: H1N1 influenza NS1A inhibitors, functional cell based assay (AID 504329) | NS1A functional cell-based assay, percent inhibition; higher % means a stronger effect | inhibition, % at 12.5 µM; hits with a dose series show IC50 in µM | 340,000 tested, 0.3% active; in the data active means a potency from the dose series; inconclusive means inhibition above about 27% without an active follow-up result; further: strong numbers were not always called active
# PhoP GFP inhibition: PhoP regulon inhibitors, Salmonella typhi PhoP promoter GFP reporter, confirmatory (AID 1850). inhibition, % at 50 µM, or IC50 in µM where a hit was titrated. 310,000 tested, 0.33% active. Salmonella Typhi PhoP-promoter GFP reporter, fluorescence, 4 h; higher % means a stronger effect; in the data active means a potency from the dose series; inconclusive means inhibition mostly from about 25% at the one dose, without a potency; inactive means the rest, 99 in 100 with inhibition below about 19%;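 further: 0% = induced wells with vehicle and 100% = uninduced wells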
# inhibitors of VEEV 10K pilot screen: recorded beside inhibitors of VEEV, whose call it bears; inhibition, %; measured here: 10K pilot screen inhibition
# * hit, by the source's call; i = inactive; ? = inconclusive; . = no result given. Rows were taken by chance (roughly 1.6% active in at least one column).
# The opening 5 records, to show the layout:
SMILES,M. tuberculosis,inhibitors of VEEV,M. tuberculosis HTS,influenza NS1A,PhoP GFP inhibition,others
Cc1ccc(NC(=O)/C(=C/c2cccs2)NC(=O)c2ccco2)cc1,3%,0.1%,-4%,-1%,-5%,
O=C(NCc1ccccc1)c1c(O)c2ccccc2[nH]c1=O,20%,1.1%,4%,-2%,-7%,
CC(C)CNS(=O)(=O)c1ccc(CCC(=O)Nc2ccc3c(c2)OCO3)cc1,-10%,1.1%,0%,8%,-4%,
COc1ccc(C)cc1S(=O)(=O)N(C)CC(=O)N1CCCCCC1,-4%,1.9%,-4%,-1%,-1%,
COc1ccc(C(=O)N(CN2CCCC2=O)c2ccc(C)cc2)cc1,0%,1.7%,-4%,4%,-1%,

# All compounds of this part, repeating the preview:
SMILES,M. tuberculosis,inhibitors of VEEV,M. tuberculosis HTS,influenza NS1A,PhoP GFP inhibition,others
Cc1ccc(NC(=O)/C(=C/c2cccs2)NC(=O)c2ccco2)cc1,3%,0.1%,-4%,-1%,-5%,
O=C(NCc1ccccc1)c1c(O)c2ccccc2[nH]c1=O,20%,1.1%,4%,-2%,-7%,
CC(C)CNS(=O)(=O)c1ccc(CCC(=O)Nc2ccc3c(c2)OCO3)cc1,-10%,1.1%,0%,8%,-4%,
COc1ccc(C)cc1S(=O)(=O)N(C)CC(=O)N1CCCCCC1,-4%,1.9%,-4%,-1%,-1%,
COc1ccc(C(=O)N(CN2CCCC2=O)c2ccc(C)cc2)cc1,0%,1.7%,-4%,4%,-1%,
CCOC(=O)CN1C(=O)S/C(=C/c2ccc(OC)c([N+](=O)[O-])c2)C1=O,0%,1.3%,-5%,-3%,-6%,
COc1ccc(CN2CCNC(=O)C2CC(=O)NCC2CCOCC2)c(C)c1C (stereo not drawn),2%,0.4%,-11%,-2%,-5%,
CN1CSC2=C(C#N)C(c3cccc(OCc4ccccc4)c3)CC(=O)N2C1 (stereo not drawn),72%,8.7%,5%,-4%,4%,
Cc1[nH]c(C)c(C(=O)/C=C/c2ccc([N+](=O)[O-])cc2)c1C,7%,0.5%,2%,-3%,0%,
O=C1C(=O)N(c2ccccn2)C(c2cccc(F)c2)/C1=C(/O)c1ccccc1 (stereo not drawn),2%,i,3%,20%,-5%,
O=C(/C=C/c1ccc(F)cc1)Nc1cccc(S(=O)(=O)Nc2cccc(C(F)(F)F)c2)c1,-10%,2.4%,-21%,1%,-4%,
CCOc1ccc(NC(=O)CN(C)C(=O)c2cc(-c3ccco3)nc3ccccc23)cc1OCC,.,?,.,1%,.,
C/C(N)=C(/C#N)C(=O)CSc1ccccc1F,-8%,5.6%,-1%,1%,4%,
CC(C)(C)n1ncc2c(=O)n(CC(=O)Nc3ccccc3)cnc21,10%,9.8%,5%,-13%,-7%,
Cc1nc(Cl)c(C(=O)NCCC(C)C)c(C)c1[N+](=O)[O-],-22%,i,-7%,16%,-3%,

# Brought forward from above: 2 entries, followed by the next part.
SMILES,M. tuberculosis,inhibitors of VEEV,M. tuberculosis HTS,influenza NS1A,PhoP GFP inhibition,others
CC(C)(C)n1ncc2c(=O)n(CC(=O)Nc3ccccc3)cnc21,10%,9.8%,5%,-13%,-7%,
Cc1nc(Cl)c(C(=O)NCCC(C)C)c(C)c1[N+](=O)[O-],-22%,i,-7%,16%,-3%,
O=C(COC(=O)c1nc(Cl)ccc1Cl)NC1CCS(=O)(=O)C1 (stereo not drawn),0%,0.6%,-5%,8%,-12%,
O=C1C2CCCCC2C(=O)N1c1ccc(S(=O)(=O)Nc2ncccn2)cc1 (stereo not drawn),10%,1.0%,-4%,16%,-8%,
Cn1c(CC(=O)NN)c(Sc2ccccc2)c2ccccc21,-6%,4.6%,-2%,-17%,-5%,
COc1ccc(NC2CCCN(Cc3cccc4cnccc34)C2)cc1 (stereo not drawn),4%,i,14%,26%,-4%,
O=C(COC(=O)COc1ccc(Br)cc1)NNC(=O)c1ccccc1,23%,1.1%,5%,7%,.,
COc1ccc(OCC(=O)Nc2ccccc2C(=O)Nc2ccc(C(=O)O)cc2)cc1,10%,1.9%,2%,-5%,4%,
CCCOc1ccc(/C(O)=C2/C(=O)C(=O)N(CCN(C)C)C2c2ccc(OC)c(OC)c2)cc1 (stereo not drawn),1%,i,1%,9%,2%,
Cc1ccc2c(c1)N(C(=O)CCC(=O)NC1CCCCCC1)CC(C)O2 (stereo not drawn),-11%,i,-5%,-1%,-6%,
Cc1ccc(S(=O)(=O)N2CCCCC2)cc1NC(=O)Nc1ccc(Cl)cc1Cl,0%,1.7%,0%,0%,0%,
C[C@H](CO)N1C[C@H](C)[C@@H](CN(C)S(=O)(=O)c2cn(C)cn2)Oc2ccc(NC(=O)Nc3ccccc3)cc2C1=O,-1%,i,2%,6%,.,inhibitors of VEEV 10K pilot screen=1.1
Cc1cc(C)cc(NC(=O)C(OC(=O)c2cc[n+]([O-])cc2)c2ccccc2)c1 (stereo not drawn),2%,4.3%,-1%,-18%,.,
CC(=O)c1ccc(N2CCC(C(=O)O)CC2)cc1,4%,0.2%,-7%,-2%,4%,
O=C(O)Cc1cc2c(s1)CCCCC2,5%,1.2%,-8%,13%,-4%,
COc1ccccc1NC(=O)Cc1nnc(SCC(=O)Nc2ccccc2F)n1C,7%,1.2%,0%,-7%,11%,
O=C(CN1CCN(c2ccccn2)CC1)Nc1nc2ccccc2s1,?,1.8%,14%,-10%,-3%,
CCOc1ccc(NC(=O)C2CCC(C)(C(=O)O)C2(C)C)cc1 (stereo not drawn),-2%,4.5%,-6%,12%,2%,
COc1ccccc1NS(=O)(=O)c1cc(C(=O)NCC(c2ccc(F)cc2)N2CCOCC2)ccc1C (stereo not drawn),23%,9.5%,3%,-3%,-3%,
CCC1(CC)SC(N)=NC1=O,.,4.4%,.,1%,.,
O=C(Nc1cccc(C(F)(F)F)c1)c1c(O)c2ccccc2[nH]c1=O,8%,0.1%,-1%,-1%,9%,
Cc1cccc(N/N=C/c2ccc(C)s2)c1,33%,0.3%,?,-1%,9%,
O=C(NCC1CCCO1)c1csc(Nc2cccc3ccccc23)n1 (stereo not drawn),11%,8.9%,2%,-5%,3%,
Cc1oc(-c2ccccc2F)nc1CSCC(=O)NC1CCCC1,5%,0.7%,-11%,-7%,-2%,
Cn1nc(C(=O)OCC(=O)Nc2ccc(C(N)=O)cc2)c2ccccc2c1=O,-13%,0.4%,9%,-8%,.,
Cc1ccccc1CNCc1cccnc1,-12%,0.8%,-1%,-2%,-10%,
CC(=O)N1CCN=C1SCc1ccc(Br)cc1,.,6.1%,-6%,-6%,8%,
OCC1(C2=NOC(O)(C(F)(F)F)C2)CCCCC1 (stereo not drawn),3%,i,-10%,-4%,9%,
O=C(Cn1cnc2cc([N+](=O)[O-])ccc2c1=O)Nc1ccc2c(c1)OCO2,7%,0.5%,0%,6%,0%,
COc1ccc(CCC(=O)N2CCN(S(=O)(=O)c3cccc(C(F)(F)F)c3)CC2)cc1OC,23%,i,6%,-5%,.,
CCCn1nc(C(=O)NNC(=O)CCCOc2ccc(OC)cc2)c2ccccc2c1=O,-7%,2.1%,3%,-12%,.,
CCCCC(=O)NCc1ccc2c(c1)cc(C)n2C,73%,i,-10%,5%,2%,
Cc1ccc(S(=O)(=O)Nn2c(C)ccc2C)cc1,21%,6.0%,1%,-2%,-5%,
N#CCCN(C(=O)COC(=O)Cc1c[nH]c2ccccc12)c1ccccc1,-6%,1.7%,2%,1%,6%,
CCOc1ccc(NS(=O)(=O)c2ccc(C(=O)NCc3cccnc3)cc2)cc1,12%,0.7%,5%,-8%,-5%,
CN(C)CCn1c2c(c(SCC(=O)Nc3cccc(C(F)(F)F)c3)nc1=O)CCCC2,17%,8.1%,0%,-1%,12%,
O=[N+]([O-])c1cc([N+](=O)[O-])c(N2CCOCC2)cc1NCc1ccccc1,70%,3.4%,.,25%,-4%,
CCOCCCNC(=O)CCc1ccc(-n2cnc3cccnc32)cc1,-10%,0.4%,-1%,7%,2%,
Cc1csc(SCc2c(C(=O)O)oc3ccccc23)n1,12%,0.6%,1%,-9%,-6%,
O=C(NCCc1cccs1)C12CN(Cc3ccccc3)CC1C(c1cccc([N+](=O)[O-])c1)=NO2 (stereo not drawn),13%,0.5%,5%,11%,-30%,
CN(CC(=O)Nc1ccc(Cl)cc1)C(=O)C1CCCC1,.,i,.,6%,.,
COC(=O)Nc1c(C)n(C)n(-c2ccccc2)c1=O,-4%,0.7%,-20%,-4%,-4%,
CCc1ccc(NC(=O)C(C)OC(=O)c2cc(=O)[nH]c3ccc(S(=O)(=O)Nc4ccc(F)cc4)cc23)cc1 (stereo not drawn),9%,0.4%,12%,-5%,-9%,
CN1CCN(C(=O)c2ccc(-n3cccc3)cc2)CC1,0%,i,-3%,3%,7%,
COC(=O)c1ccc(Nc2nc(C)cc(C)n2)cc1,10%,0.4%,4%,-30%,4%,
CCN(CC)C(C(=O)NC1CCCCC1)c1ccc(C)cc1 (stereo not drawn),-4%,0.6%,-3%,0%,9%,
Cc1cccc(SCc2noc(C(=O)NC(C)C)c2C(=O)O)c1,18%,0.4%,6%,-3%,-10%,

# Random excerpt: three entries already listed, in no set order.
SMILES,M. tuberculosis,inhibitors of VEEV,M. tuberculosis HTS,influenza NS1A,PhoP GFP inhibition,others
COC(=O)c1ccc(Nc2nc(C)cc(C)n2)cc1,10%,0.4%,4%,-30%,4%,
O=C(NCCc1cccs1)C12CN(Cc3ccccc3)CC1C(c1cccc([N+](=O)[O-])c1)=NO2 (stereo not drawn),13%,0.5%,5%,11%,-30%,
CN(CC(=O)Nc1ccc(Cl)cc1)C(=O)C1CCCC1,.,i,.,6%,.,

# Additional structures
SMILES,M. tuberculosis,inhibitors of VEEV,M. tuberculosis HTS,influenza NS1A,PhoP GFP inhibition,others
CC1Nc2nc(N(C)C)[nH]c(=O)c2NC1C (stereo not drawn),12%,1.2%,-3%,-4%,-9%,
O=c1[nH]c(=O)n(-c2cc(Br)c(O)c(Br)c2)cc1Br,-1%,0.1%,3%,-19%,8%,
CCC(C)NS(=O)(=O)c1ccc(OCC(=O)N2CCN(CC)CC2)cc1 (stereo not drawn),-4%,i,-3%,0%,-12%,
O=C(O)c1cccc(CSc2nnc(-c3ccco3)o2)c1,.,2.1%,7%,-8%,7%,
Cc1nnc(NC(=O)c2sc3ccccc3c2Cl)s1,?,3.8%,?,-8%,9%,
COc1ccccc1C(=O)NCC(=O)N/N=C/c1cccc(Cl)c1,-7%,0.5%,0%,7%,-6%,
Cc1cc(C(=O)COC(=O)/C=C/c2cccc(F)c2)c(C)n1C,12%,2.3%,4%,12%,3%,
COc1ccccc1CN1CCN(Cc2ccc(Cl)cc2)CC1,37%,0.2%,-2%,-4%,-10%,
O=C(Cn1ncc2c3ccccc3n(Cc3ccccc3)c2c1=O)NCCCN1CCCC1=O,4%,0.5%,3%,-2%,4%,
COc1ccc(NC(=O)C2CCN(C(=O)c3cccs3)CC2)c(OC)c1,-3%,0.9%,-3%,-6%,-12%,
COc1ccc([C@H]2CC(=O)C=C(c3cc(C)ccc3OC)C2)cc1,18%,3.9%,8%,2%,.,inhibitors of VEEV 10K pilot screen=3.5
COC(=O)c1cccc(COC(=O)c2ccccc2NC(=O)c2ccco2)c1,-1%,8.9%,2%,17%,-3%,
Cc1c(C(=O)Nc2ccc3c(c2)OCCO3)oc2ccc(Br)cc12,21%,0.9%,3%,-10%,.,
CCOc1ccccc1NC(=O)c1cc(CC(C)C)oc1C,12%,1.7%,3%,-4%,-1%,
CCC(Sc1ncnc2c1c(-c1ccccc1)cn2-c1ccc(OC)cc1)C(=O)OC (stereo not drawn),51%,5.1%,12%,-9%,-4%,
O=C(Cn1cnc2c(nnn2-c2ccccc2)c1=O)N1CCCc2ccccc21,2%,11%,-6%,3%,-8%,
CC(Oc1ccc2c(-c3ccccc3)cc(=O)oc2c1)C(=O)NCC(O)c1ccccc1 (stereo not drawn),-1%,1.7%,-8%,2%,5%,
O=C(C/C=N/OCc1ccccc1F)c1cnc(-c2ccc(Cl)cc2)s1,25%,0.4%,60%,0%,8%,
O=C(CSc1nnc(-c2ccccc2O)n1Cc1ccccc1)NNC(=O)c1ccccc1O,-36%,i,-6%,4%,4%,
CN(Cc1ccccc1)S(=O)(=O)c1ccc(NC(=O)c2ccccc2C(=O)O)cc1,0%,0.4%,-5%,0%,-3%,
COCCCNC(=O)C1CCN(c2ncccn2)CC1,-12%,0.8%,-12%,0%,0%,
Clc1ccc2nc3ccccn3c2c1,16%,6.5%,70%,-4%,2%,
CCN(CC)S(=O)(=O)c1ccc(N2CCN(S(=O)(=O)c3ccccc3C#N)CC2)nc1,-13%,0.8%,3%,2%,13%,
CCC(=O)N1CCc2cc(S(=O)(=O)NC(Cc3ccccc3)C(=O)NC3CCCCC3C)ccc21 (stereo not drawn),48%,0.1%,-6%,0%,-3%,
